Screening results from PubChem BioAssay.
Bim-Bcl-XL – inhibitors of Bim-Bcl-XL binding, primary screen, biochemical, multiplexed, bead flow cytometry, human Bcl-XL; 0.04% of 190,000 active; inhibition, % at 10 µM; AID 1007, 2008; Bcl-2-like protein 1 (Homo sapiens), Q07817; Bim peptide-Bcl-XL binding, fluorescence
Bcl-W Bim block – inhibitors of Bim binding to Bcl-W, primary screen, biochemical, multiplexed, bead-based flow cytometry; AID 952, 2007; 0.02% of 190,000 active; Bim peptide-Bcl-W binding; inhibition, % at 10 µM;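 also: 0% = bound tracer without compound and 100% = peptide blocker; higher means less fluorescent Bim peptide bound to Bcl-W beads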
Target sequence (Q92843 whole entry, looked up): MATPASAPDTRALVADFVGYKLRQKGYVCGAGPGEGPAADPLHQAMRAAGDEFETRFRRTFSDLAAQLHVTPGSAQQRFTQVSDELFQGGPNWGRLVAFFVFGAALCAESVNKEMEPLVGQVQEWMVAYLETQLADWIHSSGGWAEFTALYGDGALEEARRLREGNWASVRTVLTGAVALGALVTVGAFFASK
Bim-Bcl-2 – inhibitors of Bim-Bcl-2 binding, primary screen, biochemical, multiplexed, human Bcl-2 family. Apoptosis regulator Bcl-2 (Homo sapiens), P10415. 0.06% of 190,000 active. AID 950, 2007. Bead-based flow cytometry, Bim peptide-Bcl-2 binding. inhibition, % at 10 µM; in the data active = inhibition above about 40%; inconclusive = no clear call, values can overlap the other calls;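 also: 0% = no compound wells with probe peptide and 100% = reference peptide inhibitor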
Target sequence (P10415 whole entry, looked up): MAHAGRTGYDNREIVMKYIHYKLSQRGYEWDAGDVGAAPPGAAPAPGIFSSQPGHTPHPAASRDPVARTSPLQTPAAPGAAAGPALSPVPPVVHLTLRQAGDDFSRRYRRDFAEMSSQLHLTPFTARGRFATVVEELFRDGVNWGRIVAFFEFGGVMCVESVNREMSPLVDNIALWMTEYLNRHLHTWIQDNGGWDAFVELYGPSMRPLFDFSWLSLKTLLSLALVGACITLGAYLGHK
Bim-Bfl-1 – inhibitors of Bim binding to Bfl-1, primary screen, biochemical, multiplexed, bead-based flow cytometry. inhibition, % at 10 µM. Bim-Bfl-1 binding inhibition. 0.12% of 190,000 active. AID 1008, 2008. Bcl-2-related protein A1 (Homo sapiens), Q16548;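 also: 0% = wells without compound plus tracer and 100% = blocker peptide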
Mcl1-Bid inh – Mcl-1/Bid binding inhibitors, primary screen, biochemical, TR-FRET, 1536-well; Induced myeloid leukemia cell differentiation protein Mcl-1 (Homo sapiens), Q07820; TR-FRET Mcl-1/Bid-Dy647 peptide binding; inhibition, % at 21.7 µM; 0.97% of 220,000 active;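 active = compounds that cut the binding signal by more than half at the single screening dose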;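 also: His-tagged Mcl-1 with europium anti-His antibody binding Bid BH3 peptide; 0% = Mcl-1 plus peptide wells and 100% = peptide-only wells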
Mcl1-Noxa inh – Mcl-1/Noxa binding inhibitors, primary screen, biochemical, TR-FRET, 1536-well; Induced myeloid leukemia cell differentiation protein Mcl-1 (Homo sapiens), Q07820; TR-FRET Mcl-1/Noxa peptide binding, 2 h; inhibition, % at 21.7 µM; 1.5% of 220,000 active; AID 1022, 2008;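 active = compounds that cut the protein-peptide binding signal by more than 50% relative to plate controls in a single-dose test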;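 also: His-tagged Mcl-1 with rhodamine Noxa BH3 peptide and terbium anti-His antibody; 0% = Mcl-1 plus Noxa peptide wells and 100% = peptide-only wells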
Bim-Mcl-1 – inhibitors of Bim peptide binding to Mcl-1, primary screen, biochemical, bead-based flow cytometry, multiplex. Induced myeloid leukemia cell differentiation protein Mcl-1 (Homo sapiens), Q07820. Bim peptide-Mcl-1 binding. inhibition, % at 10 µM. 0.1% of 190,000 active;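 also: 0% = no compound tracer wells and 100% = peptide blocker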
RGS4-Gao reg – modulators of RGS4 binding to Galphao, primary screen, biochemical, multiplexed bead flow cytometry. Guanine nucleotide-binding protein G(o) subunit alpha (Homo sapiens), P09471. actives lie on both sides. binding response (% of control), % at 10 µM. 0.33% of 220,000 active. AID 1415, 2008; in the data active = binding response below about 49% or above about 150%; inactive = in between;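 also: fluorescent Galphao activated with aluminum fluoride binding bead-coupled RGS4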
Target sequence (P09471 whole entry, looked up): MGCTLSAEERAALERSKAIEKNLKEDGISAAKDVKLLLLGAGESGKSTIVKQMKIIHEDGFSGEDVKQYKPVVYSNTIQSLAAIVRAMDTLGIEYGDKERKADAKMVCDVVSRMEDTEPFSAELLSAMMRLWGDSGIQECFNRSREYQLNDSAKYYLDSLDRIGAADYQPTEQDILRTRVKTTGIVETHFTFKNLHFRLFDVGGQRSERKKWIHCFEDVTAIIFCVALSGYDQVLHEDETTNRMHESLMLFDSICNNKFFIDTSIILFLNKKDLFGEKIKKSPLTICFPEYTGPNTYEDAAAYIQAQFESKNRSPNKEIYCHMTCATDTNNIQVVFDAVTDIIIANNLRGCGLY
Bcl-B Bim block – inhibitors of Bim-Bcl-B binding, primary screen, biochemical, multiplexed, human Bcl-2 family. bead-based flow cytometry, Bim peptide-Bcl-B binding. inhibition, % at 10 µM. 0.073% of 190,000 active. AID 951, 2007;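 also: 0% = tracer peptide without compound and 100% = reference inhibitor peptide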
Target sequence (Q9HD36 whole entry, looked up): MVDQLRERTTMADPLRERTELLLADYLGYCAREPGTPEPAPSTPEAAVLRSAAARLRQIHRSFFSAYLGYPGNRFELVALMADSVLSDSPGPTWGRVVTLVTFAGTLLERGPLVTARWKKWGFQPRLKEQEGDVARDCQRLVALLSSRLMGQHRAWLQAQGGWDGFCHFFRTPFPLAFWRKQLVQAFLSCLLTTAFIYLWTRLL
RGS8-Gao reg – RGS8-Galphao binding modulators, primary screen, biochemical, multiplexed bead flow cytometry; 0.34% of 220,000 active; response (percent of control binding), % at 10 µM; actives lie on both sides; Guanine nucleotide-binding protein G(o) subunit alpha (Homo sapiens), P09471; in the data active = response below about 60% or above about 140%; inactive = in between;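 also: Galphao activated as the GDP aluminium fluoride complex binding bead-coupled RGS8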
RGS7-Gao – RGS7-Galphao binding modulators, primary screen, biochemical, multiplexed bead flow cytometry; binding response (% of control), % at 10 µM; 0.35% of 220,000 active; actives lie on both sides; Guanine nucleotide-binding protein G(o) subunit alpha (Homo sapiens), P09471; in the data active = binding response below about 49% or above about 150%; inconclusive = no clear call, values can overlap the other calls; inactive = in between;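 also: fluorescent Galphao held in activated GDP-AlF4 state binding bead-coupled RGS7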
* = called active by the depositor; ? = inconclusive; nt = no result given. Rule as the data show it, unless noted: active = inhibition above about 40%.

SMILES	Bim-Bcl-XL	Bcl-W Bim block	Bim-Bcl-2	Bim-Bfl-1	Mcl1-Bid inh	Mcl1-Noxa inh	Bim-Mcl-1	RGS4-Gao reg	Bcl-B Bim block	RGS8-Gao reg	RGS7-Gao
COc1ccc(Oc2ccc(/C=C/C(=O)c3cccc(OC)c3)cc2[N+](=O)[O-])cc1	0.0	-2.0	-1.0	0.0	3.9	2.9	-3.0	106.6	-6.0	102.3	101.9
O=C(COC(=O)c1ccccc1O)Nc1ncc(Cl)cc1Cl	-1.0	0.0	-1.0	-3.0	-73.5	43.6	0.0	96.8	-1.0	100.7	91.0
COc1cccc(C(C)NC(=S)NCc2ccc(Cl)cc2)c1 (configuration not stated)	-1.0	0.0	-3.0	-3.0	-14.1	9.9	3.0	101.0	-1.0	100.5	97.5
COC(=O)CCCC1=CC2=C(c3ccccc3)C(=O)C(C)(OC(=O)C3CCCC3)C(=O)C2=CN1CC(C)C (configuration not stated)	nt	nt	nt	nt	-85.2	5.4	nt	96.1	nt	97.0	?
O=C(Nc1ccccc1)c1ccc(NCC2CCCO2)c([N+](=O)[O-])c1 (configuration not stated)	-8.0	-5.0	-6.0	-5.0	14.5	-22.3	-3.0	100.2	-8.0	100.2	98.7
COc1cc(/C=C/C(=O)OC2CC3CCC2(C)C3(C)C)ccc1O (configuration not stated)	nt	nt	nt	nt	-60.7	18.9	nt	105.5	nt	98.3	?
CC(Cc1ccccc1)(NC(=O)CN)c1ccccc1 (configuration not stated)	0.0	0.0	-2.0	-3.0	1.5	-15.1	0.0	93.8	-2.0	95.3	89.5
CN(CC(=O)Nc1ccc([N+](=O)[O-])cc1Br)Cc1c(F)cccc1Cl	nt	nt	nt	nt	2.8	1.4	nt	90.0	nt	97.1	?
Cc1ccc(S(=O)(=O)C2(C(=O)NCc3ccc4c(c3)OCO4)CC2)cc1	-4.0	2.0	-4.0	-8.0	-12.8	-6.8	0.0	99.8	-4.0	105.9	105.8
CCOC(=O)c1c(C)[nH]c(C(=O)COC(=O)c2oc3ccccc3c2C)c1C	-7.0	-5.0	-12.0	-17.0	4.9	14.7	-2.0	100.5	-8.0	103.2	97.4
Cc1cccc(NC(=S)NC2CCCCC2)n1	8.0	7.0	4.0	25.0	-8.2	16.5	10.0	104.1	-54.0	102.5	100.7
S=C(NCCCn1ccnc1)NC1CCCCC1	-2.0	-3.0	-3.0	0.0	-15.3	11.8	-3.0	101.0	-3.0	100.7	102.3
Cc1cc2nc(C3CCN(CC4COc5ccccc5O4)CC3)[nH]c2cc1C (configuration not stated)	-9.0	0.0	-6.0	-11.0	-17.3	20.8	0.0	96.1	-11.0	96.3	92.4
O=C(Nc1cccc([N+](=O)[O-])c1)c1ccc(-c2ccccc2)cc1	-5.0	-6.0	6.0	3.0	-1.3	17.3	-5.0	98.3	-3.0	99.9	100.5
Cc1ccccc1-c1noc(-c2ccc(Cl)cc2)n1	1.0	0.0	0.0	0.0	-5.2	10.2	2.0	95.3	-1.0	99.3	97.3

The last 5 entries of the section before come first, to join the parts.
SMILES	Bim-Bcl-XL	Bcl-W Bim block	Bim-Bcl-2	Bim-Bfl-1	Mcl1-Bid inh	Mcl1-Noxa inh	Bim-Mcl-1	RGS4-Gao reg	Bcl-B Bim block	RGS8-Gao reg	RGS7-Gao
Cc1cccc(NC(=S)NC2CCCCC2)n1	8.0	7.0	4.0	25.0	-8.2	16.5	10.0	104.1	-54.0	102.5	100.7
S=C(NCCCn1ccnc1)NC1CCCCC1	-2.0	-3.0	-3.0	0.0	-15.3	11.8	-3.0	101.0	-3.0	100.7	102.3
Cc1cc2nc(C3CCN(CC4COc5ccccc5O4)CC3)[nH]c2cc1C (configuration not stated)	-9.0	0.0	-6.0	-11.0	-17.3	20.8	0.0	96.1	-11.0	96.3	92.4
O=C(Nc1cccc([N+](=O)[O-])c1)c1ccc(-c2ccccc2)cc1	-5.0	-6.0	6.0	3.0	-1.3	17.3	-5.0	98.3	-3.0	99.9	100.5
Cc1ccccc1-c1noc(-c2ccc(Cl)cc2)n1	1.0	0.0	0.0	0.0	-5.2	10.2	2.0	95.3	-1.0	99.3	97.3
CCOc1ccc(-n2cc(C(=O)N3CCN(C)CC3)c3cc(OC)c(OC)cc3c2=O)cc1	-1.0	-1.0	0.0	-3.0	-30.2	7.0	0.0	98.3	0.0	99.7	98.7
Cc1c(CCC(=O)O)c(=O)oc2cc3oc4c(c3cc12)CCCC4	nt	nt	nt	nt	-13.3	3.0	nt	97.0	nt	98.1	?
CCc1cccc2c(C(=O)COC(=O)c3ccc(O)cc3)c[nH]c12	-1.0	0.0	-1.0	0.0	-11.6	13.6	0.0	95.5	0.0	95.7	100.4
CCN(C(=O)Cn1cc(C(F)(F)F)ccc1=O)c1c(N)n(Cc2ccccc2)c(=O)[nH]c1=O	-4.0	-1.0	-4.0	-10.0	-13.8	7.2	1.0	101.1	-1.0	103.7	102.6
O=C(Cc1ccccc1[N+](=O)[O-])Nc1ccc2c(c1)OCO2	-1.0	2.0	-1.0	-1.0	-8.8	8.2	1.0	103.5	0.0	98.3	97.2
COC(=O)CCC(=O)OC1(C)C(=O)C2=COC(c3ccc(OC)cc3)=CC2=C(Br)C1=O (configuration not stated)	nt	nt	nt	nt	-40.8	50.5*	nt	105.5	nt	101.0	?
Cc1ccc(C)c(Cn2cnc3c(nnn3-c3ccc(F)cc3)c2=O)c1	-3.0	-2.0	-7.0	-8.0	-7.3	8.3	0.0	94.7	-2.0	101.2	99.5
CC1CCN(C(=O)CNS(=O)(=O)c2ccc(Br)s2)CC1	-2.0	2.0	-7.0	-8.0	-9.1	-11.4	-2.0	93.6	-4.0	97.0	97.8
CC(=O)Oc1ccc2c(c1)OC(c1ccccc1)CC21CC(C)(C)NC(=O)N1 (configuration not stated)	-4.0	5.0	1.0	1.0	-1.0	3.4	-3.0	93.9	0.0	94.2	100.1
CCc1nnc(NC(=O)/C=C/c2ccc(C)o2)s1	-4.0	0.0	0.0	-1.0	-42.9	19.4	-1.0	100.9	0.0	100.7	104.0
CCOC(=O)C1CCCN(S(=O)(=O)Cc2ccccc2)C1 (configuration not stated)	-4.0	-6.0	-10.0	-16.0	-23.8	-3.5	-3.0	102.3	-9.0	101.5	100.1
CCn1c(SCC(=O)N/N=C/c2ccccc2OCC(=O)O)nnc1-c1ccc(OC)cc1	-1.0	0.0	-4.0	-4.0	10.5	10.2	-1.0	99.2	-1.0	104.3	98.5
CC1C=CCC2C(=O)N(c3ccc(OC(=O)c4cccs4)cc3)C(=O)C12 (configuration not stated)	3.0	-6.0	79.0*	55.0*	-8.3	5.0	23.0	101.7	70.0*	101.4	104.3
CC(=O)c1cccc(NC(=O)N2CCCC2C(=O)NCCc2ccccc2)c1 (configuration not stated)	-3.0	-4.0	0.0	-1.0	-3.6	-7.8	-3.0	99.0	0.0	102.6	98.6
CCCCCn1c(SCC2CCCO2)nc2cc(C(=O)N3CCC(C(N)=O)CC3)ccc2c1=O (configuration not stated)	-3.0	0.0	-11.0	-11.0	-3.8	12.6	0.0	97.3	-5.0	97.9	94.2
COc1cc2c(cc1NC(=O)c1ccc(C(C)(C)C)cc1)CCCC2	-1.0	-2.0	-1.0	2.0	-29.1	-5.0	0.0	96.7	0.0	96.8	95.4
N#Cc1ccc(-c2ccc(OCC(O)Cn3nnc4ccccc43)cc2)cc1 (configuration not stated)	-6.0	-4.0	-6.0	-4.0	-5.4	0.9	0.0	98.0	-6.0	102.1	97.4
Cc1cccc(-n2ncc3c(N(C)Cc4ccccc4)ncnc32)c1	nt	nt	nt	nt	-38.6	-9.4	nt	102.5	nt	101.0	?
Cc1cc(C)c2[nH]c(=O)c(CN(Cc3ccccc3)C(=S)NCCCN(C)C)cc2c1	-4.0	-2.0	0.0	-6.0	-5.2	8.2	0.0	99.7	-12.0	100.2	105.9
COc1cccc2cc(C(=O)N3CCc4ccccc43)c(=O)oc12	-3.0	-4.0	-4.0	-2.0	-5.5	-0.9	-4.0	96.9	-2.0	97.3	96.7
COc1nc(/C=C/N(C)C)c([N+](=O)[O-])c(OC)n1	nt	nt	nt	nt	-40.9	10.4	nt	107.0	nt	104.3	?
CCCCNC(=O)c1ccccc1NC(=O)c1ccc2c(c1)OCO2	-2.0	-1.0	-2.0	-6.0	-36.6	10.0	1.0	105.9	-5.0	103.8	110.5
O=C(CSc1n[nH]c(-c2ccco2)n1)Nc1sc2c(c1C(=O)Nc1ccccc1)CCCC2	5.0	11.0	6.0	9.0	-12.0	14.8	6.0	94.2	6.0	117.9	98.4
O=C1Nc2ccccc2S/C1=C/c1cccs1	nt	nt	nt	nt	-65.2	-24.1	nt	103.9	nt	102.5	?
Cc1ccc(NC(=S)N/N=C2/CCCCc3ccccc32)cc1	nt	nt	nt	nt	-232.2	-116.9	nt	105.7	nt	99.2	?
Cc1ccc(-n2ncc3c(=O)n(CC(=O)N4CCCCCC4)cnc32)cc1	0.0	0.0	0.0	0.0	nt	nt	3.0	95.6	-1.0	99.7	93.0
CCCc1n(CC(O)COC2CCCCC2)c2ccccc2[n+]1C (configuration not stated)	4.0	5.0	6.0	2.0	-52.8	-1.9	6.0	100.9	-1.0	103.0	96.6
COC(CNC(=O)c1ccc(N2CCC3(CC2)OCCO3)c([N+](=O)[O-])c1)OC	21.0	15.0	10.0	11.0	-0.8	25.1	13.0	94.6	16.0	74.7	96.6
Cc1nn(Cc2ccccc2)c(C)c1C(=O)NCCN1C(=O)S/C(=C\c2ccc(F)cc2)C1=O	0.0	0.0	3.0	1.0	-8.9	-6.5	-2.0	101.1	-1.0	100.8	102.6
